From PubChem BioAssay
N-glyco inh – increase of ERlucT glycosylation luciferase signal, primary screen, N-linked glycosylation inhibitor project, D54 ERlucT cells, luminescence, set 2; D54 ERlucT glycosylation luciferase reporter, 24 h; percent of 100 nM tunicamycin response; reporter increase, % at 12.5 µM; 360,000 tested, 0.23% active; AID 588692, 2011;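 active = mean luciferase reporter signal, scaled so untreated is 0 and the glycosylation-blocking control 100, at or above a set limit in every replicate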;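 note: luciferase carries N-glycosylation sites so blocking glycosylation raises the light; 0% = median of neutral control wells and 100% = median of 100 nM tunicamycin wells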
MC4R ag barr – MC4R agonists recruiting beta-arrestin, primary screen, cell-based, luminescence, agonist arm of biased-ligand search; Melanocortin receptor 4 (Homo sapiens), P32245; U2OS MC4R beta-arrestin complementation; percent of melanotan II response, DMSO zero; activation, % at 8.9 µM; 360,000 tested, 0.98% active; AID 540308, 2011;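 active = activation above a per-plate cutoff, the mean activation of sample wells on that plate plus 3 SD, cut at about 8% in these data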
Target sequence (P32245 whole entry, looked up): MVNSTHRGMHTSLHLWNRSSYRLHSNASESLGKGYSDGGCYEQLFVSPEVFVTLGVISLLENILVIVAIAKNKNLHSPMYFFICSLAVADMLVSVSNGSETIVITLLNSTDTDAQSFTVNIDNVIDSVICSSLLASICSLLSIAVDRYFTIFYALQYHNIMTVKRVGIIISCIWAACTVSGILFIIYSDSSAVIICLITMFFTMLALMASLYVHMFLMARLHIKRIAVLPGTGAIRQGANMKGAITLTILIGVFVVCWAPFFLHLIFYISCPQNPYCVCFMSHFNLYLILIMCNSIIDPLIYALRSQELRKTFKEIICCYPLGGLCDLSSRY
Granule exo inh – LAMP-1 surface exposure blockers, TALL-104 cells – cell-based, flow cytometry, MLPCN library, primary screen | TALL-104 LAMP-1 surface exposure; cells stimulated with thapsigargin and PMA | inhibition, % at 10 µM | 360,000 tested, 0.66% active;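 active = inhibition above about 55%, limit read from the data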
MC4R antag cAMP – MC4R antagonists of cAMP signaling, primary screen, cell-based, TR-FRET, antagonist arm of biased-ligand search | Melanocortin receptor 4 (Homo sapiens), P32245 | MC4R-expressing cells, MTII-stimulated cAMP, LANCE TR-FRET | inhibition, % at 6.5 µM | 360,000 tested, 0.48% active;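 active = inhibition above its plate's cutoff, the mean of tested wells on that plate plus 3 SD, cut at about 29% in these data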;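 note: 0% = Melanotan II alone and 100% = Melanotan II plus saturating MCL0020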
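Assay system: U2OS-MC4R stable cell line; Also added: Melanotan II; Technique: Eu-cAMP/anti-cAMP TR-FRET, emission 671 nm; Times: 30-min compound, 1-h challenge, 1-h detection, room temperature.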
TLR9-MyD88 inh – inhibitors of TLR9-MyD88 association in cells, primary screen, cell-based, CHO, BLA complementation, fluorescence; CCF4 FRET ratio; AID 504734, 2011; Toll-like receptor 9 (Homo sapiens) + Myeloid differentiation primary response protein …; 340,000 tested, 0.21% active; inhibition, % at 4.98 µM;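 active = inhibition above the mean over all tested compounds plus 3 SD, cut at about 21% in these data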;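 note: 0% = DMSO only wells and 100% = clavulanate BLA inhibitor control wells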
ABHD5-PLIN5 inh – ABHD5-PLIN5 interaction inhibitors, primary screen, cell lysate, split luciferase complementation, luminescence; Perilipin-5 (Homo sapiens) + 1-acylglycerol-3-phosphate O-acyltransferase ABHD5 (Homo …; Split G. princeps luciferase complementation, 4 h; inhibition, % at 4 µM; 360,000 tested, 0.78% active;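 active = inhibition above the mean inhibition across every tested compound plus 3 SD, cut at about 22% in these data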;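 note: 0% = DMSO only wells and the 100% control is not disclosed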
ABCB6 inh MLPCN – ABCB6 transporter inhibitors, primary screen, K562-ABCB6 cells, flow cytometry, MLPCN library | ATP-binding cassette sub-family B member 6 (Homo sapiens), Q9NP58 | K562-ABCB6 porphyrin accumulation, 1 h; active compounds read low | fluorescence ratio to DMSO, % at 10 µM | 360,000 tested, 0.19% active | AID 602162, 2011;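 active = fluorescence ratio to DMSO below 75%, the collection mean minus 3 SD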;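 note: signal is porphyrin accumulated inside mitochondria; 100% equals median channel fluorescence of DMSO control wells; lower ratio means ABCB6 inhibition with less porphyrin fluorescence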
Vif imaging – HIV Vif self-association inhibitors, primary screen, imaging, HEK293T, single point | inhibition, % at 7.49 µM | HEK293T cells, Vif self-association by quenched fluorescence, 24 h | 340,000 tested, 0.35% active; in the data active = inhibition above about 50%, passing the limit was not always enough; note: some results filed as inactive read as strong as hits
aDG glyco act – activators of alpha-DG glycosylation, primary screen, uHTS, Pro5-aDG cells, AlphaScreen | activation, % at 10 µM | alpha-DG glycosylation AlphaScreen (IIH6); 0% Pro5, 100% B10-LARGE cell signal | AID 624168, 2012 | 360,000 tested, 0.22% active;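 active = activation of at least 8% versus controls, or a plate z-score of at least 8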;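 note: Pro5 are CHO cells carrying HIG-tagged alpha-DG that lacks glycosylation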
NOD2-RIPK2 inh – NOD2-RIPK2 binding disruptors in cells, primary screen, fluorescence, CHO cells, BLA complementation; Receptor-interacting serine/threonine-protein kinase 2 (Homo sapiens), O43353; CCF4 ratio; inhibition, % at 4.98 µM; 360,000 tested, 0.38% active; in the data active = inhibition above about 21%;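 note: 0% = vehicle only and 100% = reference blocker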
Target sequence (O43353 whole entry, looked up): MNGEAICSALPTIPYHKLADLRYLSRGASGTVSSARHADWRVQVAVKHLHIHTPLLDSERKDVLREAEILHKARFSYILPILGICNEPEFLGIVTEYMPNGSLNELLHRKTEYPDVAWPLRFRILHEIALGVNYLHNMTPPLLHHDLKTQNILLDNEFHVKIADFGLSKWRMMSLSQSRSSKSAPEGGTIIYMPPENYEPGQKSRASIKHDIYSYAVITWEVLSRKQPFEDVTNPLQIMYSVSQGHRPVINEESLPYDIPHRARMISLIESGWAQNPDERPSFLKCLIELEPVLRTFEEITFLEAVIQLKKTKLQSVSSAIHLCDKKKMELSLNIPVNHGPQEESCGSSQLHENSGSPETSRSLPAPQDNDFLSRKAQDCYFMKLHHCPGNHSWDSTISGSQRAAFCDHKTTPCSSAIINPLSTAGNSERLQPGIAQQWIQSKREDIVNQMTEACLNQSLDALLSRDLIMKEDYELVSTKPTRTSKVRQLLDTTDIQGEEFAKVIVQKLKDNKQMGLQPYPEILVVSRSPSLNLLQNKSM
An asterisk follows results filed as active; · = no result given. A portion of the library. The share of hits here may be higher or lower than overall.

molecule	Vif imaging	N-glyco inh	TLR9-MyD88 inh	NOD2-RIPK2 inh	MC4R antag cAMP	ABHD5-PLIN5 inh	aDG glyco act	Granule exo inh	ABCB6 inh MLPCN	MC4R ag barr
O=C(CN1C(=O)NC(Cc2ccccc2)C1=O)Nc1ccc(F)c(F)c1F (configuration not stated)	-3	1	-4	0	-10	-1	-0.1	-2	95	-0.2
CC(=O)OCc1c(F)c(F)c(-n2nc(C)cc2C)c(F)c1F	2	0	-9	-1	4	2	-0.4	-3	102	-2.0
COc1ccc(N=C2NC(=O)/C(=C/c3ccco3)S2)cc1	-4	7	-1	-7	2	6	0.0	4	100	-0.9
CCOC(=O)c1ccc(NC(=O)CCOc2ccc(OC)cc2)cc1	4	-1	-2	3	3	-4	0.0	-2	94	-0.3
COc1ccccc1N=Cc1nc(-c2ccccc2)oc1OC(C)=O	2	4	-5	5	13	-4	0.2	4	101	-1.5
COc1cccc(C(c2c(C)[nH]n(-c3ccccc3)c2=O)c2c(C)[nH]n(-c3ccccc3)c2=O)c1O	-1	1	1	-8	-1	9	0.0	2	96	-0.4
CN(C)c1ccc(C(O)P(=O)(OCc2ccccc2)c2ccc(N(C)C)cc2)cc1 (configuration not stated)	8	-1	·	-16	8	3	-0.1	-3	103	-1.2
Cc1ccc(CN2CCN(Cc3ccc(-n4cccn4)cc3C)CC2CCO)cc1 (configuration not stated)	-8	-2	-15	-5	16	6	0.1	-1	92	4.0
COc1ccc(CN2C(=O)C(CC(=O)NC3CC3)CC(C(=O)N3CCOCC3)=C2C)cc1 (configuration not stated)	·	2	·	-4	·	-8	-0.2	-4	100	·
COc1cc(/C=N/NC(=O)c2ccncc2)ccc1OC(=O)c1cccc(Br)c1	13	-1	-2	-2	7	-6	-0.2	3	95	0.4
O=c1cc(CN(Cc2ccccc2)Cc2ccccc2)c2c(ccc3ccccc32)o1	·	-3	·	2	·	5	-0.1	-2	88	·
CC(C)(C)c1ccc(C2CC2C(=O)N/N=C\c2cc3ccccc3nc2Cl)cc1 (configuration not stated)	-12	0	-13	4	4	1	3.4	-1	98	-1.3
Cn1nc(C(=O)N2CCCc3ccccc32)c2ccccc2c1=O	-2	1	-2	-16	-2	2	0.0	-5	96	3.3
COc1ccccc1OCCNC(=O)CNC(=O)c1ccc2c(c1)OCO2	-8	1	-4	0	5	7	0.0	0	96	1.2
Cc1cccc(C)c1OCc1nnc(SCC(=O)Nc2cccc(C(=O)N3CCOCC3)c2)n1C	-5	-1	-1	1	-1	1	0.1	-2	87	-2.3
O=C(NCc1ccc2c(c1)OCO2)c1ccc(-c2ccc(Cl)cc2)o1	4	-1	0	5	7	0	0.3	-2	99	-3.2
CCCCCC1CCC(c2n[nH]c(=S)n2C)CC1 (configuration not stated)	14	0	6	-8	22	-5	0.8	-1	92	3.9
CNc1nnc(-c2cccc(N(C)C)c2)s1	-12	1	2	6	-4	-9	0.0	-3	96	-1.0
Cc1ccc2c(c1)n([O-])c1c([n+]2=O)CCCC1	2	1	3	-5	12	-1	-0.3	0	84	-2.2
CCOc1cc(S(=O)(=O)NC2CC(C)(C)NC(C)(C)C2)ccc1F	-3	-1	6	2	1	2	-0.2	-3	99	-0.1
CCOC(=O)c1sc(=S)n(-c2ccc(C)cc2)c1SC	3	-5	-2	-10	14	-2	0.2	-3	98	-2.2
COC(=O)c1c(C(C)=O)cnc2ccc(Br)cc12	-2	3	6	-9	0	4	-0.3	-2	107	2.1
CCN1C(=O)c2cccc3c(S(=O)(=O)Nc4ccccc4OC)ccc1c23	3	24	8	5	7	-1	-0.1	-2	97	2.5
COc1cc2cc(OC(C)=O)c3cc4c(cc3c2c(OC)c1OC)OCO4	·	·	·	-6	·	3	0.1	-3	95	·
O=C(Cc1ccccc1)N1CCN=C1SCc1cccc([N+](=O)[O-])c1	9	1	-1	-10	5	-7	0.0	0	102	-2.3
Cc1ccc(C(=O)N/N=C\c2ccncc2)s1	-6	-1	-11	-2	-2	-10	0.1	-3	90	-1.7
CC(=O)Nc1nc(-c2ccccc2)c(-c2ccccc2)o1	5	3	-1	-2	-2	-2	0.2	0	95	-2.5
O=C(NCc1cccc(Cl)c1)C1CCN(c2nnc(N3CCCC3=O)s2)CC1	4	4	1	-7	5	4	0.0	0	97	-1.6
CC(/C=N/NC(=O)c1ccncc1)=C\c1ccco1	-1	4	-9	-4	-18	-2	-0.1	-2	88	-4.8
COC(=O)c1ccc(CSc2nnc(-c3c[nH]c4ccccc34)n2C)o1	-8	0	-6	-1	0	0	0.5	-3	87	0.3
CC(C1CC1)N(Cc1ccccc1)C(=S)Nc1ccccc1 (configuration not stated)	7	0	-2	-14	1	1	0.5	1	101	-3.3
O=C1N/C(=N\N=C\c2cccs2)SC1Cc1ccc(Cl)c(Cl)c1 (configuration not stated)	2	3	5	-11	4	-1	-0.1	0	96	10*
COCCNC(=O)c1ccc(CSc2nc3ccccc3s2)cc1	-21	0	-6	1	2	-2	0.4	3	100	-1.7
O=C(COc1ccc(Nc2ccccc2)cc1)OCC(=O)N1CCCCC1	0	1	9	-3	14	-3	-0.1	1	101	0.5
Cc1ccc(C)n1-c1nn(S(=O)(=O)c2cccc3cccnc23)c2cccc(F)c12	-4	-4	-1	2	4	-4	-0.1	11	103	-1.2
O=C(Nc1ccncc1)c1cccs1	-6	-2	1	-4	5	5	0.0	-2	97	-1.5
CCOC(=O)N1CCN(C(=O)c2ccc(N(Cc3ccc(C)cc3)S(C)(=O)=O)cc2)CC1	7	3	1	-8	1	-1	0.5	-3	104	0.1
COc1ccccc1CCNS(=O)(=O)c1cn(C)nc1C	1	-1	4	-3	-7	1	-0.3	2	105	1.3
COc1ccc(N2CCN(S(=O)(=O)c3ccc(OC)c(C(=O)N4CCCC4)c3)CC2)cc1	-13	0	7	2	24	-5	0.2	5	99	1.1
COc1ccc2nc(NC(=O)CSc3cn[nH]n3)sc2c1	-14	-5	14	3	3	11	-0.1	-6	100	-0.2
Nc1nonc1C(=O)NCCNCc1c(OCc2ccccc2F)ccc2ccccc12	2	4	0	3	-1	10	1.6	13	100	3.9
O=C(NCc1ccco1)c1ccc(Cn2cc([N+](=O)[O-])cn2)o1	3	0	3	-6	-4	-6	0.0	-4	105	1.1
Cc1ccc(C(C#N)N2CCOCC2)cc1 (configuration not stated)	-2	0	1	-6	14	5	-0.4	-1	107	-1.8
O=C(c1cnsn1)N1CCCC(Nc2ccc(F)c(F)c2)C1 (configuration not stated)	-9	3	-7	3	2	0	-0.2	0	97	-1.4
COc1ccccc1/C=N/N(C(C)=O)c1nc(-c2ccc(F)cc2)cs1	1	-3	-9	-6	12	1	-0.2	-4	98	-0.4
C[C@H](NC(=O)C1CCN(S(=O)(=O)c2ccccc2)CC1)C(=O)NCc1ccc(F)cc1	-3	-2	0	1	-3	5	0.1	0	100	-2.0
COC(=O)c1cn(C(=O)c2cc(OC)cc(OC)c2)c2ccccc12	-7	7	6	-11	-10	1	-0.1	3	99	-0.8
O=[N+]([O-])c1ccc(NC(=S)NCc2ccncc2)cc1	-2	1	6	-3	-3	-1	0.5	2	88	-1.9
CN(C(=O)/C=C/c1cnc2ccccc2c1)C1CCCCC1	-1	-13	3	-4	-2	3	0.0	-1	83	-5.0
Cc1ccc(S(=O)(=O)N2C[C@H]3[C@H]4C(=O)N(Cc5ccccc5)C(=O)[C@H]4CC(=O)[C@H]3[C@@H]2c2cccc3ccccc23)cc1	·	-2	·	3	·	-7	-0.4	1	100	·
COc1ccccc1N1CCN(c2ccc([N+](=O)[O-])cc2Cl)CC1	5	6	-4	2	-13	10	0.7	14	98	-0.2
O=c1[nH]nc(-c2ccccc2)cc1-c1ccccc1	19	6	-3	2	4	13	0.3	-5	99	4.0
O=C(CSCC(=O)OCn1nnc2ccccc2c1=O)Nc1ccc(Cl)cc1	6	0	-3	-7	16	-2	-0.1	-2	102	-2.1
CCCc1cc(C(=O)N2CCC(N3CCC(C(=O)NC(C)C)CC3)CC2)n(C)n1	9	3	0	4	-4	-2	-0.2	-1	95	-4.0
Cc1cccc(NC(=O)Nc2nnc([C@@H]3C[C@H](O)[C@@H](CO)O3)s2)c1	10	-1	·	5	-1	5	0.1	4	99	-0.8
O=C(CSc1nnc(-c2ccccc2)o1)NC1CC1	-7	0	2	0	-2	3	-0.2	-1	102	-1.2
